Screening results from PubChem BioAssay.
GAA glycogen: qHTS Assay for Inhibitors and Activators of Human alpha-Glucosidase Cleavage of Glycogen | Lysosomal alpha-glucosidase (Homo sapiens), P10253 | recombinant GAA, glycogen substrate, Amplex Red glucose oxidase fluorescence | Potency, µM (highest dose often 76.4 µM), for inactives: top-dose activity change, negative = inhibition, actives largely listed as inhibitors | actives 0.38% (n = 300,000) | AID 2100, 2009; active means well fitted inhibition curve with a large enough effect; inconclusive means small, poorly fitted or top-dose-only effect, or another doubt; inactive means no such curve, though single readings can be large or run the other way;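 further: 0% = full enzyme reaction and -100% = no-enzyme basal signal; the screen sought inhibitors and activators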
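Recombinant human alpha-glucosidase (4 nM final) hydrolysed bovine liver glycogen (30 ug) for 40 min at 37 C in pH 5.0 citrate/phosphate with 0.01% Tween-20. Released glucose detected by glucose oxidase/Amplex Red, Ex 573/Em 610 nm. Compounds up to 77 uM; AC50 from Hill fits.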
The depositor's hits bear a star; ? = inconclusive; [ ] = dose if it differs, or a comment. Potency means the concentration at half of the fitted maximal effect. Only part of the results is shown, so the mix of outcomes need not match the whole.

Compound,GAA glycogen
CCN(c1ccccc1)S(=O)(=O)c1cc(CN2C(=O)c3cccnc3C2=O)ccc1OC,0%[76.3 µM]
O=C(c1ccccc1)c1ccc2cc(O)ccc2c1,-2%
COc1ccc(CCC(C)NCc2ccccc2OC)cc1 (stereo not drawn),-1%[76.3 µM]
O=C1C(=O)N(CCN2CCOCC2)C(c2ccc(Cl)c(Cl)c2)/C1=C(/O)c1ccc2c(c1)OCO2 (stereo not drawn),-21%[76.3 µM]
Cc1ccc(CNC(=O)CN2C(=O)c3ccccc3S2(=O)=O)cc1,7%
COc1ccc(NC(=O)CS(=O)(=O)c2ccc(Br)cc2)cc1,-1%
Cc1ccc(OCCOCCN2CCCC2)c(Br)c1,2%[76.3 µM]
CSc1nnc(C2CCN(CC(=O)Nc3ccccc3N3CCOCC3)CC2)n1C(C)C,7%[76.3 µM]
CCCCN(C(=O)c1cccc(S(=O)(=O)N2CC(C)OC(C)C2)c1)c1c(N)n(CCCC)c(=O)[nH]c1=O (stereo not drawn),2%[76.3 µM]
COc1ccc(Cc2nc3ccc(C(=O)NCCCSC)cc3o2)cc1OC,-5%[76.3 µM]
COc1cc(/C=C2\SC(=S)N(NC(=O)c3ccccc3OC)C2=O)ccc1O,-16%
COc1cccc(NC(=O)CN(C)S(=O)(=O)c2ccc3c(c2)CCC(=O)N3)c1,1%[76.3 µM]
COc1ccc(OCC(=O)NC2CCCN(Cc3ccc(Cl)cc3)C2)cc1 (stereo not drawn),-1%[76.3 µM]
O=C(NCc1ccc(Cl)cc1)C1CCN(S(=O)(=O)c2ccc(N3CCCC3=O)cc2)CC1,0%[76.3 µM]
CCCOc1cccc(-c2cc(C(=O)N/N=C/c3cccnc3)c3ccccc3n2)c1,-19%[76.3 µM]

Four entries drawn at random from the list so far:
Compound,GAA glycogen
CCCOc1cccc(-c2cc(C(=O)N/N=C/c3cccnc3)c3ccccc3n2)c1,-19%[76.3 µM]
O=C(NCc1ccc(Cl)cc1)C1CCN(S(=O)(=O)c2ccc(N3CCCC3=O)cc2)CC1,0%[76.3 µM]
COc1ccc(OCC(=O)NC2CCCN(Cc3ccc(Cl)cc3)C2)cc1 (stereo not drawn),-1%[76.3 µM]
COc1ccc(CCC(C)NCc2ccccc2OC)cc1 (stereo not drawn),-1%[76.3 µM]

Remaining list, next part.
Compound,GAA glycogen
CCOc1cccc(Nc2ccc([N+](=O)[O-])cn2)c1,-13%[76.3 µM]
COc1ccc(CC(=O)N2CCCC2)c(OC)c1,-4%
CN(C)c1ccc(C(C(=O)NCC2CCCO2)N(Cc2ccccc2)C(=O)c2snc(C(N)=O)c2N)cc1 (stereo not drawn),0%
CC(=O)Nc1cccc(NC(=O)Cc2cccs2)c1,3%[76.3 µM]
CCC1(c2ccc(F)cc2)NC(=O)NC1=O (stereo not drawn),-5%
CC1CCN(Cc2nnnn2CCCC(=O)NCCN2CCOCC2)CC1,2%[76.3 µM]
CCc1cc(=O)oc2cc(C)cc(OCC(=O)NCCN3CCOCC3)c12,-1%[76.3 µM]
COc1ccc(C(=O)NC2=NCCS2)c(OC)c1,-7%[76.3 µM]
Cc1ccc(OCc2cc(C(=O)NCc3cn4ccccc4n3)no2)cc1C,-1%[76.3 µM]
COc1cc(C(=O)Oc2ccc3ccc(O)cc3c2)cc(OC)c1OC,-15%[76.3 µM]
Nc1cccc(C(=O)NCCNC(=O)c2cccc(N)c2)c1,4%
CC1CCN(C(=O)c2ccc(Br)c(S(=O)(=O)N3CCOCC3)c2)CC1,2%[76.3 µM]
Nc1c2c(nn1-c1ccc(C(=O)O)cc1)CNC2,3%
CCN1CCN(c2ncnc3scc(-c4ccc(OC)cc4)c23)CC1,1%
CN(C)CCCn1c(=S)[nH]c2sc3c(c2c1=O)CCCC3,-22%

Arranged by value in GAA glycogen (ascending): five from the list above
Structure	GAA glycogen
CN(C)CCCn1c(=S)[nH]c2sc3c(c2c1=O)CCCC3	-22%
CCC1(c2ccc(F)cc2)NC(=O)NC1=O (stereo not drawn)	-5%
CN(C)c1ccc(C(C(=O)NCC2CCCO2)N(Cc2ccccc2)C(=O)c2snc(C(N)=O)c2N)cc1 (stereo not drawn)	0%
CCN1CCN(c2ncnc3scc(-c4ccc(OC)cc4)c23)CC1	1%
Nc1c2c(nn1-c1ccc(C(=O)O)cc1)CNC2	3%

(next part)
Compound,GAA glycogen
Cc1cc(C(=O)OCC(=O)c2ccccc2)c2ccccc2n1,2%
Cn1c(=O)cc(Nc2ccccc2)[nH]c1=O,-11%[76.3 µM]
CC(=O)c1ccc(N2CCN(C(=O)C3CCN(S(=O)(=O)c4ccc5c(c4)CC(C)N5C(=O)C4CC4)CC3)CC2)cc1 (stereo not drawn),-15%[76.3 µM]
CCCNc1nc2ccccc2n2c(C)nnc12,-1%
O=C(Oc1ccc(F)cc1)c1cccnc1,8%
COc1ccc(C2CC(c3ccc(Br)cc3)=NN2C(=O)CSC2=NN3CCCC(=O)N=C3S2)cc1 (stereo not drawn),-10%[76.3 µM]
N#Cc1ccc(C(=O)NCC2CCCCC2)cc1,6%
CN(C)S(=O)(=O)N1CCC(Oc2cccc(C(=O)NCCCC3CCCC3)c2)CC1,2%[76.3 µM]
O=C(COC(=O)/C=C/c1cccs1)NC1CCCCC1,-3%[76.3 µM]
Cc1ccccc1CNC(=O)CN(c1ccccc1Cl)S(C)(=O)=O,-11%[76.3 µM]
Cc1n[nH]c(=O)c2c(NC(=O)CSc3nc4ccccc4c(=O)n3CCCOC(C)C)oc(C)c12,-3%[76.3 µM]
CC(=O)c1ccc(N2CCN(C(=O)c3ccc4c(c3)OCO4)CC2)cc1,1%[76.3 µM]
Cc1cccc(C(=O)Nc2ccc(C(=O)N/N=C/c3cccc(C)n3)cc2)c1,-9%
O=C(COc1ccc(Br)cc1)NCCCNC(=O)c1ccncc1,0%[76.3 µM]
COc1ccc(-c2c(C#Cc3ccccc3)c3ccccc3n2C)cc1,15%[76.3 µM]

Part of the list above, with values ahead of the structure:
| GAA glycogen | compound |
| --- | --- |
| -1% | CCCNc1nc2ccccc2n2c(C)nnc12 |
| 8% | O=C(Oc1ccc(F)cc1)c1cccnc1 |

Continued:
Compound,GAA glycogen
Cc1ccc(S(=O)(=O)N2CCOC2CNC(=O)C(=O)NCC(C)C)cc1 (stereo not drawn),-13%[76.3 µM]
O=C(Cn1ccc2ccccc2c1=O)NCC(=O)N1CCN(c2ccccc2F)CC1,8%
CC(C)CN(CCNC(=O)CN1N=C(c2ccc(Cl)cc2)CCC1=O)CC(C)C,0%
CC(=O)c1ccc(NC(=O)c2cc3ccccc3o2)cc1,9%[76.3 µM]
CC1CCN(c2ccccc2NC(=O)c2ccc([N+](=O)[O-])o2)CC1,2%
CC(Sc1ccccc1)C(=O)N1CCN(S(=O)(=O)c2ccc(Cl)cc2)CC1 (stereo not drawn),-13%[76.3 µM]
COC(=O)c1cc(C(=O)OCC(=O)NC2CCCC2)cc([N+](=O)[O-])c1,1%
COc1ccc(C(=O)NCCc2ccccc2)cc1OC,5%[76.3 µM]
Cc1nnc2n1N=C(c1ccc(OC(F)F)cc1)C(C)S2 (stereo not drawn),-4%
CC(=O)Oc1cccc(NC(=O)c2ccc3c(c2)C(=O)N(CC(C)C)C3=O)c1,-3%
Cc1nn(CC(=O)NCC(C)c2ccccc2)c(=O)c2cc(-c3ccccc3)nn12 (stereo not drawn),-10%[76.3 µM]
O=S(=O)(Cc1ccccc1)N1CCN(Cc2ccc(F)cc2Cl)CC1,3%[76.3 µM]
COc1c2ccccc2nc2ccccc12,-11%[76.3 µM]
Oc1ccc(/C=N/Nc2ncc(Cl)cc2Cl)cc1,?
CC(C)(C)c1ccc(-c2noc(CCC(=O)Nc3cccnc3)n2)cc1,1%

Some of the entries so far, field by field:
> Cc1ccc(S(=O)(=O)N2CCOC2CNC(=O)C(=O)NCC(C)C)cc1 (stereo not drawn)
  GAA glycogen = -13%[76.3 µM]
> Oc1ccc(/C=N/Nc2ncc(Cl)cc2Cl)cc1
  GAA glycogen = ?
> Cc1nnc2n1N=C(c1ccc(OC(F)F)cc1)C(C)S2 (stereo not drawn)
  GAA glycogen = -4%
> CC(Sc1ccccc1)C(=O)N1CCN(S(=O)(=O)c2ccc(Cl)cc2)CC1 (stereo not drawn)
  GAA glycogen = -13%[76.3 µM]

The listing continues.
Compound,GAA glycogen
COc1ccccc1CCCNC(=O)C1CCC(=O)N(CCc2ccc(Cl)cc2)C1 (stereo not drawn),0%[76.3 µM]
CSCC[C@H](N)C(=O)N1CCC(C(=O)N[C@H](C(=O)NCc2ccccc2F)C(C)C)CC1,20%[76.3 µM]
COCCn1c(=O)[nH]c2cc(C(=O)Nc3cc(OC)c(OC)c(OC)c3)ccc2c1=O,-2%
COc1ccc(CCNC(=O)[C@H](C)NC(=O)[C@@H]2CSC3c4ccccc4C(=O)N32)cc1 (stereo partly drawn),-9%[76.3 µM]
CC(C)(C)C(=O)NC1CC2CCCC(C1)N2C(=O)Nc1ccccc1Cl (stereo not drawn),0%[76.3 µM]
O=C(CSc1nc(Nc2ccccc2)nc(N2CCOCC2)n1)NC1CCCCC1,-5%[76.3 µM]
CCn1c(CC(=O)Nc2ccc(C)cc2)nnc1SCC(=O)N1CCOCC1,-2%[76.3 µM]
O=C1CCC(C(=O)Nc2ccc(Cl)cc2)N1 (stereo not drawn),2%[76.3 µM]
CC(C)(C)CN1CCN(Cc2cccnc2)CC1CCO (stereo not drawn),13%[76.3 µM]
O=C(COc1ccccc1Cl)NCc1nc(-c2ccccc2)no1,-3%[76.3 µM]
COc1ccc(N(C)S(=O)(=O)c2ccc3c(c2)NC(=O)CO3)c(OC)c1,-18%[76.3 µM]
COc1ccc(O)c(/C=C2/SC(=S)N(Cc3ccccc3)C2=O)c1,-6%
CCCCCN(C(=O)CCC(=O)OCC(=O)N(C)Cc1ccc(C)cc1)c1c(N)n(CCCC)c(=O)[nH]c1=O,-7%[76.3 µM]
O=C(NCC1OCCCN1S(=O)(=O)c1cc(F)ccc1F)C(=O)NC1CCCC1 (stereo not drawn),-2%[76.3 µM]
CCOC(=O)N1CCN(C(=O)c2ccccc2NC(=O)c2ccccc2Cl)CC1,0%[76.3 µM]

Additional structures
Compound,GAA glycogen
Cc1coc2cc3oc(=O)c(CCC(=O)N[C@@H](CCCNC(N)=O)C(=O)O)c(C)c3cc12,2%
CN(CC(=O)Nc1ccc(Cl)cc1)C1CCCCC1,4%[76.3 µM]
CCN1CCCC1CNS(=O)(=O)c1ccc(F)c(Cl)c1 (stereo not drawn),-1%
Cc1cc(C)c2c(CC(=O)NNC(=O)c3ccccc3)coc2c1,-3%[76.3 µM]
O=C(NCc1ccccn1)c1ccc(NS(=O)(=O)c2ccccc2)cc1,-6%[76.3 µM]
